ERK EGF inh: qHTS Assay for Inhibitors of the ERK Signaling Pathway using a Homogeneous Screening Assay; Stimulation with EGF; HEK293-V1b, EGF-stimulated phospho-ERK AlphaScreen; Potency, µM (top dose mostly 11.5 µM), for inactives: at the top dose activity change, negative = inhibition, hits mostly inhibitors; actives 0.41% (n = 130,000); AID 1454, 2008; active = well fitted inhibition curve with a large enough effect; inconclusive = small, poorly fitted or top-dose-only effect, or effect the other way;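 also: plate controls were stimulated vehicle wells for no effect and unstimulated vehicle basal for full effect; nearly all actives have a fitted effect of over 55% in size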
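Stably V1b-transfected HEK293 cells; 30 min compound, then EGF 25 nM final for 5 min at 37C; 10 min lysis; phospho-ERK by AlphaScreen after 5 hr beads at room temperature.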
The depositor's hits bear a star; ? = inconclusive; [ ] = remark or other dose. Potency is read from the fitted curve at half-maximal effect. An excerpt; rates above refer to the full screens.

SMILES	ERK EGF inh
CCOP(=O)(OCC)/C(=C/N1CCCCC1)NC(=O)c1ccccc1	-11%
Cc1ccc(-c2nnn(CC(=O)NC3CCN(Cc4ccccc4)CC3)n2)cc1	-3%
CCC1CCCCN1Cc1nc2ccccc2c(=O)n1CC(C)=O (centres undefined)	-4%[57.5 µM]
CCOC(=O)C1(Cc2ccccc2C(F)(F)F)CCN(CC(O)CO)CC1 (centres undefined)	0%[57.5 µM]
CCCCCC(=O)N=Nc1c(O)[nH]c2ccc([N+](=O)[O-])cc12	3%
c1ccc(COC2CCCN(Cc3nc(Cc4ccccc4)no3)C2)cc1 (centres undefined)	?
COC(=O)c1cc(C(=O)c2cc(Br)ccc2O)coc1=N	-6%
CCNc1ccc(N=Nc2c(C)n(C)n(-c3ccccc3)c2=O)cc1	-2%
O=C(Nc1nc2ccccc2s1)C1CCN(S(=O)(=O)c2cc([N+](=O)[O-])ccc2Cl)CC1	?
O=C(NCCNS(=O)(=O)c1ccc(C(F)(F)F)cc1)N1CCOCC1	6%[57.5 µM]
CC(=O)Nc1ccc(N(C(=O)c2ccco2)C(C(=O)NC2CCCC2)c2ccc(N3CCOCC3)cc2)cc1 (centres undefined)	-6%
Cc1ccc(CSc2ccc(-c3ccco3)nn2)cc1	-4%
Cc1ccc(/C(=N\O)c2oc3c(C)c4oc(=O)cc(C)c4cc3c2C)cc1	-4%
O=C(Cn1c(-c2cscn2)nc2ccccc21)Nc1ccc(Cl)cc1	-5%
O=C(NC(=S)Nc1ccccc1N1CCCCC1)c1ccco1	-1%
CN(C(=O)c1ccc2c(Cl)c3c(nc2c1)CCC3)c1ccccc1	-8%
Cc1ccc2c(c1)c1c3n2CCN[C@H]3CCC1	-9%
CCOC(=O)C(CCCCOc1cccc(CC)c1)C(=O)OCC	?
Cc1cc(C(=O)c2ccccc2)c(NC(=O)CCl)s1	1%
O=C(CO/N=C/c1c(Cl)cccc1Cl)NNC(=O)c1cccc(Cl)c1	-17%[57.5 µM]
COc1ccccc1/C=N\Nc1ccccc1[N+](=O)[O-]	10µM*
C=CCn1c(CCCNC(=O)c2ccccc2OC)nc2ccccc21	6%
CCOC(=O)c1ccc2nc(NC(=O)C(C)C)sc2c1	10%
O=C(C1CCC(CNc2c(N3CCCCC3)c(=O)c2=O)CC1)N1CCN(C2CCCCC2)CC1 (centres undefined)	-1%[57.5 µM]
Cc1ccc(NC(=O)C(=O)NNC(=O)c2cccs2)cc1	-3%
COc1ccc(C(=O)C2CCCN(Cc3cccn3-c3ccccn3)C2)c(OC)c1 (centres undefined)	7%
O=C(CSc1ccc(Cl)cc1)NNC(=O)c1cccnc1	-3%
O=C(O)c1cc(-c2ccco2)nn1-c1cccc(Cl)c1	-2%
Cc1ccc(C(=O)NCC(=O)OCC(=O)c2ccc(C)c([N+](=O)[O-])c2)cc1	2%
C=CCNC(=O)COc1ccc(Oc2ccccc2)cc1	0%
COCc1cc(N2CCCC2)nc(-c2ccccc2)n1	-1%
O=C(NCCCn1ccnc1)C(Cc1ccc([N+](=O)[O-])cc1)N1C(=O)c2ccccc2C1=O (centres undefined)	-9%
CC(=O)c1ccc(NC(=O)c2ccc(CSc3ccccc3)o2)cc1	6%
Cc1cccc(NC(=S)NCc2ccc(F)cc2)c1	0%
N/C(=N\N=C\c1cccs1)SC1CC(=O)N(c2ccc(Br)cc2)C1=O (centres undefined)	-9%
CCCc1nc2ccc(NC(C)=O)cc2c(=O)n1Cc1ccc(Cl)cc1	-16%
COc1ccc(N=Cc2[nH]c3ccccc3c2O)cc1	-12%
CCC(C)(C)n1nnnc1C(c1cccs1)N1CCCCC1 (centres undefined)	1%
Cc1cc(C)nc(NNC2=CC(=[N+]3CCCCC3)CC(C)(C)C2)n1	0%
Cn1nccc1C(=O)Oc1ccc(/C=N/NC(=O)c2ccccc2O)cc1	2%
O=C(O)CC(C(=O)O)N1C(=O)/C(=C/C=C/c2ccco2)SC1=S (centres undefined)	-13%[57.5 µM]
COc1cc(O)ccc1C(C)=O	24%
COC(=O)c1ccc(CSc2nc3c(cnn3-c3ccc(C)cc3)c(=O)[nH]2)o1	-9%
CCc1c(O)cc2n(c1=O)-c1ccccc1C2(C)C	-1%
C#CC[N+]1(CC#Cc2ccc(C)cc2)CCCCC1	5%
Cc1ccc2cccc(NC(=S)NC(=O)c3ccnn3C)c2n1	5%
Cc1ccc(N2C(=O)c3ccc(C(=O)N4CCN(Cc5ccccc5)CC4)cc3C2=O)cc1	-1%[57.5 µM]
Cc1ccc(SCCC(=O)Nc2ccccc2C(=O)NC(C)C)cc1	11%
c1ccc(C(NCCNC(c2ccccc2)c2ccccc2)c2ccccc2)cc1	-3%
COc1ccc(CNC(=O)/C=C/C(=O)O)cc1OC	11%
CC(C)C1COC(c2cccn2Cc2ccccc2Cl)=N1 (centres undefined)	5%
COc1ccc(/C=N/N2CCOCC2)cc1Cn1nc(C)c([N+](=O)[O-])c1C	0%[57.5 µM]
C1CCCCCC2(CCCCC1)OCC(CN1CCOCC1)O2 (centres undefined)	6%
Cc1ccc(-c2nc(C)sc2CC(=O)OCC(=O)Nc2c(F)cccc2F)cc1	2%
COc1cc2c(cc1O)CC[n+]1cc3c(OC)c(OC)ccc3cc1-2	-11%
CC(C)NC(=O)[C@@H]1C[C@H]1[C@@H](NC(=O)OCc1ccccc1)c1ccccc1	7%
O=C(CN1CCc2ccccc2C1)NC1CCCC1	-8%
COc1ccc(OC)c(/C=N/NC(=O)c2[nH]ncc2Br)c1	6%[57.5 µM]
COc1cc(/C=N/NC(=O)C(Cc2c[nH]c3ccccc23)NC(=O)OCC(C)C)cc([N+](=O)[O-])c1OCc1ccccc1 (centres undefined)	4%
C/C(=N/NC(=O)CN1CCN(Cc2ccccc2Cl)CC1)c1cccs1	-10%[57.5 µM]

In another format: results already given.
CC(C)NC(=O)[C@@H]1C[C@H]1[C@@H](NC(=O)OCc1ccccc1)c1ccccc1
- ERK EGF inh = 7%

O=C(CN1CCc2ccccc2C1)NC1CCCC1
- ERK EGF inh = -8%

COc1ccc(OC)c(/C=N/NC(=O)c2[nH]ncc2Br)c1
- ERK EGF inh = 6%[57.5 µM]

COc1cc(/C=N/NC(=O)C(Cc2c[nH]c3ccccc23)NC(=O)OCC(C)C)cc([N+](=O)[O-])c1OCc1ccccc1 (centres undefined)
- ERK EGF inh = 4%

Carrying on:
SMILES	ERK EGF inh
CC(=O)Nc1ccccc1OCC(=O)N(Cc1ccccc1)C(C)C	-1%
NS(=O)(=O)c1ccc(-c2ccc(/C=N/NC(=O)c3ccccc3O)o2)cc1	-1%[57.5 µM]
CNc1c([N+](=O)[O-])cnn1-c1ccccc1F	-13%
NCCC[C@@H](CC(=O)N[C@@H]1CCCC[C@H]1C(=O)N[C@H](CC(=O)N[C@@H](CCC(=O)O)CC(=O)O)Cc1c[nH]c2ccccc12)NC(=O)C[C@H](Cc1ccccc1)NC(=O)[C@@H]1CNCC[C@H]1N	-11%
CCC(=O)OCC(=O)[C@@]1(OC(=O)CC)[C@H](C)C[C@@H]2[C@@H]3[C@H]([C@@H](O)C[C@@]21C)[C@]1(C)C=CC(=O)C=C1C[C@@H]3Cl	9%[25.7 µM]
COc1ccc(NC(=O)Nc2nnc(CC(=O)NCc3ccccc3)s2)cc1	-9%
CCCCCCCc1nn2c(=O)cc(O)nc2s1	-2%
O=C(c1ccc(-n2nc(C(F)(F)F)c3c2CCCC3)cc1)N1CCOCC1	-2%
O=C1C(C2=NC(c3ccccn3)C3C(=O)N(c4ccc(Cl)cc4Cl)C(=O)C23)=C(O)c2ccccc21 (centres undefined)	1%[57.5 µM]
CS(=O)(=O)N1CCc2cc(C(=O)N3CCCCC3)ccc21	1%
CC(/C=N/NC(=O)NC1CCCCC1)=C\c1ccccc1	2%
O=C(N/N=C/c1cn(CC(=O)N2CCOCC2)c2ccccc12)c1cccnc1	16%[57.5 µM]
Nc1ccc(S(=O)(=O)c2ccc(N)cc2)cc1	0%
C=CCn1c(SCC(=O)N2CCCCC2)nnc1-c1ccncc1	-5%
COc1cc(/C=C(\C#N)C(=O)NCC2CCCO2)cc(OC)c1OC (centres undefined)	0%
CCCCC1=CC2=C(c3ccco3)C(=O)C(C)(OC(=O)c3ccc(OC)cc3)C(=O)C2=CN1C1CCCCC1 (centres undefined)	10%[57.5 µM]
COc1ccc(OC)c(Cc2nnc(CCC(=O)N3CCCCC3c3nccs3)o2)c1 (centres undefined)	5%
COCCCNC(=O)c1cc(Sc2nnc(C)s2)nc2ccccc12	2%[57.5 µM]
CN(C)Cc1ccccc1-c1cc(Nc2ccccc2)ncn1	25%
CNC(=O)c1ccc(=O)n(Cc2cccc(C(F)(F)F)c2)c1	-2%
O=C(CSc1nnc2c(Cl)cc(C(F)(F)F)cn12)N(Cc1ccccc1)Cc1ccccc1	1%
CCc1nnc(NC(=O)Cc2c[nH]c3ccccc23)s1	-6%
Oc1[nH]c2ccccc2c1N=NC(=S)NCC1CCCO1 (centres undefined)	5%
Cc1ccc(C(C[N+](=O)[O-])c2c(C)[nH]n(-c3ccccc3)c2=O)cc1 (centres undefined)	-3%
CCOc1ccccc1NC(=O)CN1CCC(NC(=O)c2ccccc2C)CC1	-6%[57.5 µM]
CC(=O)N(c1ccc(Cl)cc1)c1nc(C)cc(C)c1C#N	2%
COc1cccc(N(CC(=O)NCc2ccco2)C(=O)CCC(=O)Nc2nccs2)c1	-7%[57.5 µM]
CC(C)(C)c1cc(NC(=O)c2cccc(S(=O)(=O)N3CCOCC3)c2)no1	11%
CC(C)CCN(CC(=O)NC(C)(C)C)C(=O)C(=O)Nc1ccc2c(c1)OCCO2	-1%
COc1ccc(NC(=O)Cc2c[nH]c3ccccc23)cc1S(=O)(=O)N1CCCCC1	-2%
O=C(N/N=C/c1cccc2cccnc12)c1ccccc1O	-6%[57.5 µM]
Nc1ncnc2nc(SCCOc3ccc(Cl)cc3)[nH]c12	2%
O=C(Cn1cc(C(F)(F)F)ccc1=O)N/N=C/c1cccc(Cl)c1Cl	2%
CCOc1ccc(/C=N/NC(=O)c2csc(C)c2C)c(OCC)c1	-3%
Cc1cccc(C)c1N=Cc1c(O)n(-c2nccs2)c(=O)c2ccccc12	-2%
CC(C)n1nc(C(=O)Oc2cc(Cl)ccc2Cl)c2ccccc2c1=O	3%
COc1ccc(/C=C2/S/C(=N/S(=O)(=O)Cc3ccccc3)NC2=O)cc1OC	5%[57.5 µM]
N#Cc1c(N2CCCC2)ccc(Br)c1Cl	2%[57.5 µM]
Cc1nn2c3ccccc3n(Cc3ccccc3)c2nc1=O	13%
CC(C)Cc1nc2sc3c(c2c(=O)n1N)CC(C(C)C)OC3 (centres undefined)	-4%[57.5 µM]
COc1ccccc1N1CCN(C(=O)c2ccc(Cn3c(=S)[nH]c4cc5c(cc4c3=O)OCO5)cc2)CC1	1%
CCOC(=O)c1cc(NC(=O)c2ccccc2)c(=O)n2c1oc1ccccc12	-2%
N=C1CCC(=N)c2c1c(O)c1ccccc1c2O	-5%[57.5 µM]
CC(C)Cc1nc2oc3c(=O)[nH]cnc3c2c2c1CCCC2	-1%
CCOc1ccc2ncc(S(=O)(=O)c3ccccc3)c(N3CCC4(CC3)OCCO4)c2c1	14%

Two records picked at random from the list so far, as already listed:
SMILES	ERK EGF inh
Cn1nccc1C(=O)Oc1ccc(/C=N/NC(=O)c2ccccc2O)cc1	2%
CCCCCC(=O)N=Nc1c(O)[nH]c2ccc([N+](=O)[O-])cc12	3%

New compounds follow.
SMILES	ERK EGF inh
COc1cccc(NC(=O)Nc2cccnc2)c1	-17%[57.5 µM]
O=C(Nc1ccc(S(=O)(=O)Nc2ncccn2)cc1)c1ccccc1NS(=O)(=O)c1ccc(F)cc1	-6%
Oc1oc(-c2ccc(Br)cc2)nc1C=Nc1ccc(Br)cn1	-1%
CN(C(=O)c1c[nH]c(=O)cc1C(F)(F)F)c1ccc(Cl)cc1	2%[57.5 µM]
C=C1CCN([C@H](C(=O)NCc2ccc(Cl)c(Cl)c2)C(C)C)S(=O)(=O)c2ccccc21	-2%[57.5 µM]
CN(C(=O)COC(=O)c1cc(NS(=O)(=O)c2cc([N+](=O)[O-])ccc2Cl)ccc1O)C1CCCCC1	-1%
COc1ccc(O)c(CNc2ccccc2F)c1	1%
Cc1cc(C(=O)COC(=O)CNC(=O)c2ccccc2)c(C)n1CC1CCCO1 (centres undefined)	3%
O=C(Nc1cccc(F)c1)N1CCCC2(CCN(C(=O)c3ccco3)CC2)C1	-1%
CCOc1ccc(Nc2nc(N)nc(CCl)n2)cc1	-7%[57.5 µM]
COc1ccc(/C=C(/NC(=O)/C=C/c2ccccc2)C(=O)O)cc1	-2%
Cc1ccc(S(=O)(=O)N(c2nc(NC(C)C)nc(NC(C)C)n2)n2cnnc2)cc1	-3%
COC(=O)Nc1ccccc1C(=O)N1CCC(O)(c2ccc(Cl)cc2)CC1	7%
Cc1nc2ccc(NC(=O)N3CCCCC3)cc2nc1C	-3%
O=C(O)CCCC[C@@H]1CCSS1	-9%

Exported field by field: 3 of the compounds above
O=C(Nc1ccc(S(=O)(=O)Nc2ncccn2)cc1)c1ccccc1NS(=O)(=O)c1ccc(F)cc1
  ERK EGF inh: -6%

CN(C(=O)COC(=O)c1cc(NS(=O)(=O)c2cc([N+](=O)[O-])ccc2Cl)ccc1O)C1CCCCC1
  ERK EGF inh: -1%

Cc1nc2ccc(NC(=O)N3CCCCC3)cc2nc1C
  ERK EGF inh: -3%

The list goes on.
SMILES	ERK EGF inh
NNC(=O)c1csc(Cc2c(Cl)sc3ccc(Cl)cc23)n1	27%[57.5 µM]
COc1ccc2c(c1)-c1c(ssc1=S)C(C)(C)N2	?
Cc1cccc(NC(=O)c2cn(-c3ccccc3)nc2-c2ccccc2)c1	-3%
CCOC(=O)CN1C(=O)N(CC)C(C)=C(C(=O)OC)[C@@H]1c1ccccc1	7%[57.5 µM]

Screening results from PubChem BioAssay.
